# Hck Nef HTS: inhibitors of Nef-activated human Hck kinase, primary screen, biochemical, Z-Lyte FRET, 384-well, Hck-YEEI. Tyrosine-protein kinase HCK (Homo sapiens), P08631. Recombinant Hck-YEEI plus Nef, Z-Lyte FRET kinase assay. inhibition, % at 20 µM. 220,000 compounds, 0.68% hits. AID 463187, 2010;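 active = Hck-Nef kinase inhibition above about 50%, limit read from the data; inactive = inhibition below that limit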;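 note: 0% = DMSO with Hck plus Nef and 100% = Hck alone without Nef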
# Target sequence (P08631 whole entry, looked up): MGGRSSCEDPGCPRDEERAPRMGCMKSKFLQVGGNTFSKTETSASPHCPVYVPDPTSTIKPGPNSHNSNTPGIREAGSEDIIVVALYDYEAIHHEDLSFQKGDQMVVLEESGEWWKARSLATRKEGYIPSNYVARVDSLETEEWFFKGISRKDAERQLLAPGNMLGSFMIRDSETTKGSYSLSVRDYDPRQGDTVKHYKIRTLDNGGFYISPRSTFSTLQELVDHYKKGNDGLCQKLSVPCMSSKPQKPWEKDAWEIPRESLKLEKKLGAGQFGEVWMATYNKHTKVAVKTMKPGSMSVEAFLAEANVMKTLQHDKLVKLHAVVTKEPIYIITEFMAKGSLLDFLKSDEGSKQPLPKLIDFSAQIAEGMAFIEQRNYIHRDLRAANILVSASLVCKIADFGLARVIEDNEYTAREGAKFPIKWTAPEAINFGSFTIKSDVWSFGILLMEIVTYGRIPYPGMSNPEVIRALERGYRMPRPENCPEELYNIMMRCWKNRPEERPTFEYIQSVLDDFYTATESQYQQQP
# zVAD death inh: inhibitors of zVAD-triggered necroptosis, primary screen, L929 cells | L929 zVAD necroptosis rescue, ATP luminescence, 24 h; with zVAD 60 µM | viability rescue, % at 10 µM | 220,000 compounds, 0.38% hits;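 active = activation, scaled between plate controls, above about 75%, limit read from the data; inactive = activation under that limit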;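 note: 0% = zVAD with DMSO and 100% = DMSO alone without zVAD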
# Rad51 HR inh: human RAD51 strand exchange inhibitors, primary screen, biochemical, fluorescence. hRad51 DNA strand exchange, fluorescence dequenching. inhibition, % at 10 µM. 200,000 compounds, 0.085% hits. AID 1385, 2008;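 active = inhibition above 40% at the single screening dose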;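 note: 0% = DMSO control wells and 100% = blanks with heterologous ssDNA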
# Target sequence (Q06609 whole entry, looked up): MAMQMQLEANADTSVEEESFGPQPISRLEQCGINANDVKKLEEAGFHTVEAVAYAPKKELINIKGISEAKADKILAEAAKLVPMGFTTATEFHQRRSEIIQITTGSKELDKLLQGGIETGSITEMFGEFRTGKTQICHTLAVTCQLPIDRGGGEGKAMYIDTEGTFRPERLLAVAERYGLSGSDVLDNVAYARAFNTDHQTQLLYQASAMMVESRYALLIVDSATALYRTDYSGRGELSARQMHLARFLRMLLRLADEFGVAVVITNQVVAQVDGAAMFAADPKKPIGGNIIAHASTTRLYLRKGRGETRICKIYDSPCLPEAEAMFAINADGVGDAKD
#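 material = hRad51 filaments on single-stranded DNA | timing = filaments 15 min 37 °C, then compound 30 min | signal = FRET fluorescence dequenching, excitation 485 nm, emission 520 nm | benchmarks = control wells and blank wells on each plate | evaluation = percent inhibition relative to plate controls and blanks | compound = 10 µM final, single point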
# eIF4E 4G PPI: eIF4E–eIF4G protein interaction inhibitors, primary screen, biochemical, uHTS, TR-FRET, eIF4GI fragment. inhibition, % at 21.7 µM. 220,000 compounds, 0.37% hits. Eukaryotic translation initiation factor 4E (Mus musculus) + Eukaryotic translation …. TR-FRET eIF4E-eIF4GI(517-606) binding, 2 h. AID 782, 2007;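 active = inhibition above about 30%, limit read from the data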;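 note: 0% = full FRET control wells and 100% = background wells lacking eIF4GI fragment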
# EP2 antag: human EP2 receptor antagonists, primary screen, TR-FRET cAMP, C6 glioma cells | inhibition, % at 25 µM | C6 glioma cells expressing human EP2; cells stimulated with saturating PGE2 | 260,000 compounds, 0.52% hits | Prostaglandin E2 receptor EP2 subtype (Homo sapiens), P43116;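 active = percent inhibition above 40 after rounding to a whole number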;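 note: rat C6 glioma host cells with rolipram phosphodiesterase inhibitor present; the protocol text gives 20 µM as final concentration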
# 14-3-3 Bad PPI: inhibitors of 14-3-3 zeta/Bad binding, primary screen, biochemical, TR-FRET, bovine 14-3-3 zeta; 14-3-3 protein zeta/delta (Bos taurus), P63103; TR-FRET 14-3-3zeta/Dy647-pBad peptide displacement, 1 h; inhibition, % at 21.7 µM; 220,000 compounds, 0.71% hits; AID 781, 2007;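 active = inhibition above about 70%, limit read from the data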;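 note: 0% = full 14-3-3 plus peptide FRET controls and 100% = background without 14-3-3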
# TbHK1 inh: Trypanosoma brucei hexokinase 1 inhibitors, primary screen, biochemical, G6PDH-coupled NADH absorbance, MLSCN library; recombinant TbHK1, G6PDH-coupled NADH A340; 220,000 compounds, 0.11% hits; AID 1430, 2008; hexokinase 1 [Trypanosoma brucei]; inhibition, % at 10 µM;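 active = inhibition of 50% or more in the single-dose primary screen; inactive = inhibition below 50%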
# Calpain2 inh: inhibitors of pig calpain II, primary screen, biochemical, fluorogenic peptide substrate, 1536-well | purified calpain II, 30 min | AID 1236, 2008 | 220,000 compounds, 0.37% hits | inhibition, % at 16 µM;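 active = inhibition above about 50%, limit read from the data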
# EP2 mod: EP2 receptor modulators, cAMP readout, primary screen, cell-based, HTRF cAMP, PGE2 stimulation | EP2-expressing cells, cAMP HTRF FRET, PGE2 co-stimulation | induction, % at 25 µM | 260,000 compounds, 0.83% hits | AID 940, 2007;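 active = compounds whose cAMP rise, as percent of the full-agonist control response, exceeds 60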;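 note: rat C6 glioma line stably carrying human EP2 under a CMV promoter; the protocol text gives 20 µM as final concentration; 100% = response of wells given 1 µM PGE2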
# Active calls of the source: *; . = no result given; & = joins results of further samples; [ ] = another dose, or the depositor's remark. A portion of the library; count on the stated rates, not on these rows.
# Sample of the layout, 2 compounds:
No.	SMILES	Hck Nef HTS	zVAD death inh	Rad51 HR inh	eIF4E 4G PPI	EP2 antag	14-3-3 Bad PPI	TbHK1 inh	Calpain2 inh	EP2 mod
1	CSc1ccccc1NC(=O)CSc1nncs1	10	2.2	0	-1	5	-6	0	-11	6
2	CCO[C@H]1OC(C(=O)Nc2ccccc2)=C[C@@H](c2ccc(Br)cc2)[C@@H]1CCCO	8	2.1	2	1	18	-1	-12	13	2

# This part in full, previewed entries included:
No.	SMILES	Hck Nef HTS	zVAD death inh	Rad51 HR inh	eIF4E 4G PPI	EP2 antag	14-3-3 Bad PPI	TbHK1 inh	Calpain2 inh	EP2 mod
1	CSc1ccccc1NC(=O)CSc1nncs1	10	2.2	0	-1	5	-6	0	-11	6
2	CCO[C@H]1OC(C(=O)Nc2ccccc2)=C[C@@H](c2ccc(Br)cc2)[C@@H]1CCCO	8	2.1	2	1	18	-1	-12	13	2
3	COc1cccc(NS(=O)(=O)c2ccc(NC(C)=O)cc2)c1	3	-0.2	12	-10[fluorescence artefact?]	4	-16	5	19	-5
4	Cc1ccc(NC(=O)C(Cc2ccccc2)NC(=O)c2ccco2)cc1 (stereo not given)	2	0.7	3	4	6	-6	-6	-11	8
5	O=C(NC1CC1)c1ccc(F)cc1Cl	-1	-0.1	0	13[fluorescence artefact?]	7	-4[fluorescence artefact?]	-2	-29	9
6	Cc1ccc(S(=O)(=O)NCC2CCC(C(=O)NCCCOC(C)C)CC2)cc1 (stereo not given)	4	.	.	3[fluorescence artefact?]	8	4	4	23	27
7	O=C1CN(Cc2ccccc2)C(=NCc2ccco2)S1	1	0.1	-1	-3	4	-15	-2	0	5
8	O=C(Nc1ccccc1)N(CCCN1CCOCC1)Cc1cc2cc3c(cc2[nH]c1=O)OCCO3	5	1.9	-7	1	15&15	9	-26	-61	10&-43

# (listing goes on)
No.	SMILES	Hck Nef HTS	zVAD death inh	Rad51 HR inh	eIF4E 4G PPI	EP2 antag	14-3-3 Bad PPI	TbHK1 inh	Calpain2 inh	EP2 mod
9	CC(C)Nc1nc(NC(N)=S)nc(NC(C)(C)C)n1	25	1.5	9	0	14	-12	-3	-13	19
10	CC(/C=N/NC(=O)c1cc(-c2ccc(Cl)cc2)nc2ccccc12)=C\c1ccco1	2	-0.9	-1	-5[fluorescence artefact?]	16	-5	-40	-340	10
11	Cc1ccc(S(=O)(=O)N[C@@H](C)C(=O)N2CCC(C(=O)N3CCC[C@H]3C(=O)O)CC2)cc1	0	0.1	-2&17	-8&0[fluorescence artefact?]	22	-14&-4[fluorescence artefact?]	3	-2&-13	17&11
12	O=C(N/N=C/c1c[nH]c2ccccc12)c1cc2ccccc2o1	16	2.2	10	-2	8	-5	-56	0	-9
13	COc1cccc(C(=O)N2CCN(c3ncccn3)CC2)c1	-1	1.6	-3	-1	10	-11	-1	-6	23
14	N=c1n(CCCOc2ccc(Br)cc2)c2ccccc2n1CC(N)=O	2	2.1	13	-1	6	-5	4	5	-21
15	CN(Cc1ccccc1)Cc1nc2c(c(=O)n(C)c(=O)n2C)n1Cc1ccc(F)cc1	-1	0.5	5	4[fluorescence artefact?]	8	-7	-14	-30	30
16	CC(O)(C#CCN1CCOCC1)c1ccccc1 (stereo not given)	-1	0.1	.	4	.	20	-13	4	10

# (next part)
No.	SMILES	Hck Nef HTS	zVAD death inh	Rad51 HR inh	eIF4E 4G PPI	EP2 antag	14-3-3 Bad PPI	TbHK1 inh	Calpain2 inh	EP2 mod
17	Cc1ccc2nc(-c3ccc(-c4ccccn4)s3)cn2c1	37	6.9	-2	3	11	-1	-42	-295	-65
18	CCCCCCOc1ccc(C(CC(=O)O)C(N)=O)cc1 (stereo not given)	2	0.0	-10	-5	10	-10	7	-1	3
19	CCOC(=O)C1CCN(c2ccc(C(N)=O)cc2[N+](=O)[O-])CC1	1	0.0	3	-2	6	1	-3	-7	-10
20	CC(C)c1cc(N=NC(N)=O)cc(C(C)C)c1O	19	1.6	7	-1	9	-8	-31	-8	14
21	CC(C)CNC(=O)N1c2ccccc2Sc2ccccc21	16	-0.6	-1	-1	6	3	-4	-1	32
22	COc1cc(OC)cc(C(=O)NCC(=O)OCC(=O)c2cc(OC)ccc2OC)c1	3	0.5	7	-2	15	-4	-12	-1	20
23	CCCCCC(=O)Nc1cccc(C2=NOC3(C2)C[C@@H](C(N)=O)N(C(=O)c2ccc(Cl)cc2)C3)c1 (stereo not given in full)	31	0.5	4	0	11	1	-18	35	-19
24	CC(C)(C)NC(=O)COC(=O)c1ccccc1C(=O)c1ccccc1	-21	0.9	-9	6	9	7	-9	23	-25

# A second format for some results above:
# Below each SMILES – Hck Nef HTS, zVAD death inh, Rad51 HR inh, eIF4E 4G PPI, EP2 antag, 14-3-3 Bad PPI, TbHK1 inh, Calpain2 inh, EP2 mod
13. COc1cccc(C(=O)N2CCN(c3ncccn3)CC2)c1
→ -1, 1.6, -3, -1, 10, -11, -1, -6, 23
14. N=c1n(CCCOc2ccc(Br)cc2)c2ccccc2n1CC(N)=O
→ 2, 2.1, 13, -1, 6, -5, 4, 5, -21
15. CN(Cc1ccccc1)Cc1nc2c(c(=O)n(C)c(=O)n2C)n1Cc1ccc(F)cc1
→ -1, 0.5, 5, 4[fluorescence artefact?], 8, -7, -14, -30, 30
16. CC(O)(C#CCN1CCOCC1)c1ccccc1 (stereo not given)
→ -1, 0.1, ., 4, ., 20, -13, 4, 10
17. Cc1ccc2nc(-c3ccc(-c4ccccn4)s3)cn2c1
→ 37, 6.9, -2, 3, 11, -1, -42, -295, -65
18. CCCCCCOc1ccc(C(CC(=O)O)C(N)=O)cc1 (stereo not given)
→ 2, 0.0, -10, -5, 10, -10, 7, -1, 3
19. CCOC(=O)C1CCN(c2ccc(C(N)=O)cc2[N+](=O)[O-])CC1
→ 1, 0.0, 3, -2, 6, 1, -3, -7, -10
20. CC(C)c1cc(N=NC(N)=O)cc(C(C)C)c1O
→ 19, 1.6, 7, -1, 9, -8, -31, -8, 14
21. CC(C)CNC(=O)N1c2ccccc2Sc2ccccc21
→ 16, -0.6, -1, -1, 6, 3, -4, -1, 32
22. COc1cc(OC)cc(C(=O)NCC(=O)OCC(=O)c2cc(OC)ccc2OC)c1
→ 3, 0.5, 7, -2, 15, -4, -12, -1, 20
23. CCCCCC(=O)Nc1cccc(C2=NOC3(C2)C[C@@H](C(N)=O)N(C(=O)c2ccc(Cl)cc2)C3)c1 (stereo not given in full)
→ 31, 0.5, 4, 0, 11, 1, -18, 35, -19

# Additional records:
No.	SMILES	Hck Nef HTS	zVAD death inh	Rad51 HR inh	eIF4E 4G PPI	EP2 antag	14-3-3 Bad PPI	TbHK1 inh	Calpain2 inh	EP2 mod
25	O=C(C[n+]1cccc(NC(=O)c2ccccc2)c1)c1ccc(NC(=O)c2ccccc2)cc1	-3	0.6	.	5	.	-7	-1	27	-11
26	CC(=O)Nc1cccc(C(=O)OCc2ccc(C(=O)Oc3ccc(Cl)cc3)cc2)c1	1	-0.4	3	-6	3	7	-3	16	12
27	O=C(Nc1ccccc1)C1=C[C@@H](c2ccc(Br)cc2)C[C@@H](OCCCCO)O1	-12	-0.9	-5	-2	11	3	-7	24	-20
28	Cc1ccc(NC(=O)CSc2nnc(-c3cccnc3)n2-c2ccc(C)cc2)cc1	-11	-0.1	-4	-4[fluorescence artefact?]	14	-11	3	-15	8
29	N#Cc1ccc(C(=O)Nc2ccc(N3CCN(C(=O)c4ccco4)CC3)cc2)c(F)c1	-2	0.7	-1	6	2	5	-2	-21	-6
30	Nc1cc(Cl)ccc1C(=O)OCC(=O)NC1CCCCC1	-13	29	1	1	-1	-1	-3	-80	-3
31	O=C(COC(=O)c1ccc(Br)o1)NCCc1ccccc1	15	0.6	1	-5	7	27	9	38	-10
32	O=C(COC(=O)Cc1ccccc1[N+](=O)[O-])NCC1CCCCC1	21	2.1	5	-1	7	-3	-3	-17	-20

# Going on with the list.
No.	SMILES	Hck Nef HTS	zVAD death inh	Rad51 HR inh	eIF4E 4G PPI	EP2 antag	14-3-3 Bad PPI	TbHK1 inh	Calpain2 inh	EP2 mod
33	CSCCC(NC=C1C(=O)OC(C)(C)OC1=O)C(=O)O (stereo not given)	0	0.1	0	-3[fluorescence artefact?]	11	-3	1	-36	3
34	COc1ccc(N2CCN(C(=O)c3ccncc3)CC2)cc1	0	-0.3	1	-15	5	-2	-8	-12	20
35	O=C(CCN1C(=O)c2ccccc2C1=O)Nc1ccccn1	0	1.3	-4	-6[fluorescence artefact?]	7	-2[fluorescence artefact?]	-4	-15	1
36	Cc1ccc(NC(=O)CN(c2ccccc2F)S(C)(=O)=O)cc1	10	0.5	-2	0	8	-4	0	-25	19
37	CCCCn1c(SCC(=O)NCc2ccco2)nnc1-c1ccco1	1	-0.2	-7	2	8	3	4	-5	16
38	O=C(Nc1nc2c(F)cc(F)cc2s1)C1CC(=O)N(Cc2ccco2)C1 (stereo not given)	-38	-0.7	-2	17	6	9	-5	-6	-27
39	COc1ccc(CNC2CC(=O)N(C)C2=O)cc1 (stereo not given)	-12	1.8	-1	3	-2	-14	5	-8	20
40	CC1CCCCC12NC(=O)N(CC(=O)NC(=O)Nc1ccc3c(c1)OCCO3)C2=O (stereo not given)	3	-0.1	-3	0	12	9	-2	-30	-25

# Additional compounds follow.
No.	SMILES	Hck Nef HTS	zVAD death inh	Rad51 HR inh	eIF4E 4G PPI	EP2 antag	14-3-3 Bad PPI	TbHK1 inh	Calpain2 inh	EP2 mod
41	CC(C)(C)C(=O)NC1(C(F)(F)F)N=C2SCCN2C1=O (stereo not given)	1	0.2	-4	1	12	5	-3	-14	28
42	Cn1c(CN2CCOCC2)nnc1SCC(=O)Nc1nccs1	-1	-0.2	-3	-4[fluorescence artefact?]	7&10	1[fluorescence artefact?]	1	-28	14&1
43	COc1ccc(C)cc1NC(=O)C(OC(=O)c1cc(C)oc1C)c1ccccc1 (stereo not given)	1	1.5	-5	-2	6	8[fluorescence artefact?]	2	7	29
44	C=CCSc1nnc2nc3[nH]c4c(C)cccc4c3nn12	4	0.0	-1	9[fluorescence artefact?]	11	14[fluorescence artefact?]	-8	-22	15
45	CCOC(=O)C1CCN(C(=O)CN2C(=O)C(CC)Oc3ccccc32)CC1 (stereo not given)	-1	2.9	9	-5	3	1	3	-4	-17
46	O=C1NC(=Nc2ccc(Cl)cc2)/C(=C/c2ccco2)S1	12	1.3	-12	20	8	81*[fluorescence artefact?]	4	34	-49
47	COc1ccccc1N1CCN(C(=O)CN(C)S(=O)(=O)c2cc(C)ccc2OC)CC1	12	0.7	1	2	4	5	-2	30	-7
48	CC(NC(=O)Cn1nc(-c2ccccc2)ccc1=O)c1ccccc1 (stereo not given)	18	-0.2	.	-3	4	3	-9	17	-5
49	COc1ccc(OCc2nc(C#N)c(NCCCn3ccnc3)o2)cc1	20	2.1	3	-2	12	-7	6	-20	-13
